# XIAP antagonists = XIAP antagonists, biochemical, IAP family, fluorescence polarization (AID 1018). one-dose displacement, % at 20 µM; IC50 in µM for titrated hits. hit rate 0.007% among 200,000. XIAP BIR domain, fluorescence polarization peptide displacement; higher % means a stronger effect; in the data active = displacement above about 50%; also: a part of the inactive calls stands beside numbers as strong as those of hits
# K1F lysis inhibition = inhibition of K1F phage lysis, E. coli UTI89, bacterial capsule biogenesis inhibitors, alamar blue (AID 488966) | E. coli UTI89 K1F phage lysis, alamar blue, 2 h; higher % means a stronger effect | inhibition, % at 100 µM, or IC50 in µM where a hit was titrated | hit rate 0.02% among 340,000;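 active = phage lysis inhibition, versus mean bacterial control, above a set limit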;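 also: capsule biogenesis inhibitors block K1F phage lysis so surviving cells raise fluorescence; higher fluorescence means more inhibition of phage lysis; actives were called in the ten point dose series up to 300 µM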
# TNAP activation fold = human TNAP enzyme activators, primary screen, biochemical, luminescent, no phosphate acceptor, uHTS (AID 1001) | purified TNAP, luminescent activation assay, no phosphate acceptor; higher activation fold means a stronger effect | activation fold at 20 µM; hits with a dose series show EC50 in µM | hit rate 0.03% among 200,000; in the data active = activation fold from about 3, or a potency from the dose series; inactive = the rest, 99 in 100 with activation fold below about 1.6; also: many of its hits are not listed in these tables
# P. falciparum M1AAP = P. falciparum M1AAP inhibitors, biochemical, fluorogenic H-Leu-NHMec substrate, 1536-well (AID 1445) | recombinant M1AAP, H-Leu-NHMec fluorogenic kinetic assay; higher % means a stronger effect | inhibition, % at 30 µM, or IC50 in µM where a hit was titrated | hit rate 0.42% among 220,000;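 active = primary inhibition above the hit cutoff, then over 50% inhibition at one or more dose response concentrations, cut at about 23% in these data, passing the limit was not always enough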;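 also: plate controls were DMSO full reaction for no effect and no enzyme background for full effect; strong numbers were not always called active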
# Siah-1 displacement = Siah-1 peptide-binding antagonists, primary screen, biochemical, fluorescence polarization, rhodamine-plectin, uHTS (AID 1817). Siah-1 / rhodamine-plectin peptide fluorescence polarization; higher % means a stronger effect. displacement, % at 20 µM; hits with a dose series show IC50 in µM. hit rate 0.02% among 290,000;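 active = displacement of at least 50% at 20 µM, with a fluorescence ratio check between 0.3 and a set limit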;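 also: plate controls were Siah plus tracer with DMSO for no effect and tracer alone without Siah for full effect; strong numbers were not always called active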
# Hep lipid drop = hepatic lipid droplet formation modulation. inhibition, % at 6.5 µM. hit rate 0.4% among 240,000. AID 1656. AML12 mouse hepatocytes, oleate lipid droplets, BODIPY imaging;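 active = lipid droplet intensity inhibited by at least 50%, with more than 500 cells counted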
#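 Test system: AML12 hepatocytes (mouse); reagent: oleate loading, 100 µM; dosing: one dose, 6.5 µM compound; incubation: overnight exposure; signal: fluorescence imaging, 20x objective, two fields per well; read-out basis: % inhibition of corrected integrated BODIPY droplet signal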
# PMI inhibitors = MPI enzyme activity inhibition – biochemical, fluorescence intensity, coupled assay, primary screen (AID 1209); hit rate 0.42% among 190,000; one-dose inhibition, % at 20 µM; IC50 in µM for titrated hits; purified PMI enzyme, coupled fluorescence intensity; higher % means a stronger effect;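 also: plate controls were DMSO vehicle for no effect and wells lacking substrate for full effect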
# human PMI inhibitors = human PMI inhibitors, high substrate, primary screen, biochemical, fluorescence intensity, high mannose 6-phosphate (AID 1220). recombinant PMI enzyme, coupled fluorescence intensity; higher % means a stronger effect. hit rate 0.66% among 190,000. one-dose inhibition, % at 20 µM; IC50 in µM for titrated hits
# P. falciparum M17LAP = P. falciparum M17LAP inhibitors, primary screen, biochemical, fluorogenic H-Leu-NHMec substrate, 1536-well (AID 1619). recombinant M17LAP, H-Leu-NHMec fluorogenic kinetic assay; higher % means a stronger effect. inhibition, % at 30 µM, or IC50 in µM where a hit was titrated. hit rate 0.38% among 220,000;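 active = compound inhibiting the enzyme by more than half at any dose during confirmatory dose-response retesting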;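 also: plate controls were full reaction with DMSO carrier for no effect and no enzyme background for full effect; strong numbers were not always called active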
# Hep lipid drop cells 6.5 µM = recorded beside Hep lipid drop, whose call it bears; cell count; measured here: cell count, cytotoxicity flag;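 cells counted across two imaged fields per well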
# * = called active by the depositor; x = not tested or not shown; [ ] = remark or other dose. Rule as the data show it, unless noted: active = inhibition above about 50%; inactive = the rest.
SMILES	K1F lysis inhibition	Hep lipid drop cells 6.5 µM	P. falciparum M17LAP	PMI inhibitors	Siah-1 displacement	human PMI inhibitors	Hep lipid drop	TNAP activation fold	XIAP antagonists	P. falciparum M1AAP
Cc1ccc(Cc2c(C)[nH]c(=S)[nH]c2=O)cc1	2.2%	675	0%	x	1%	x	-1	x	x	-3%
O=C(COC(=O)c1ccco1)Nc1nc2ccc([N+](=O)[O-])cc2s1	1.2%	717	3%	x	-1%	x	2	x	x	7%
COCCn1c(SCC(=O)NNC(=O)c2ccccc2)nc2ccccc2c1=O	2.5%	639	4%	-1%	0%	-13%	-4	1	-4.8%	-3%
COC(=O)c1cc(Cl)c(NC(=O)c2cc(OC)c(OC)c(OC)c2)cc1OC	0.5%	588	6%	4%	4%	5%	-12	1.1	1.3%	0%
COc1cc(Cl)c(C)cc1NC(=O)CSc1nnc(CCC(=O)O)c(=O)[nH]1	-3.2%	639	20%	-5%	-4%	7%	21	1.1	-7.1%	11%
CCN(CC)c1ccc(S(=O)(=O)N2CCOCC2)cc1NC(=O)CN1CCN(Cc2ccccc2)CC1	0.1%	605	2%	x	5%	x	-20	x	x	1%
COc1ccc(CC(=O)OCC(=O)NCc2ccccc2Cl)cc1OC	0.0%	684	1%	4%	3%	-1%	-4	1	-5.5%	0%
CCCCNC(=O)COC(=O)c1ccc(NC(C)=O)cc1	-0.6%	695	40%	-6%	6%	-5%	8	1.8	-2.5%	2%
COc1cc2c(=O)n(Cc3ccco3)c(=O)n(CC(=O)c3cccc(Br)c3)c2cc1OC	x	x	-12%	-2%	-4%	-4%	x	0.9	-9.8%	4%
O=C(COC(=O)c1ccc(S(=O)(=O)NCc2ccco2)cc1)Nc1ccccc1OC(F)F	0.4%	584	-7%	-2%	-3%	-12%	0	0.9	-7.9%	-4%
CC(C)C(C)(C#N)NC(=O)CSc1nncn1-c1ccccc1 (stereo not given)	-0.4%	607	-13%	-8%	5%	4%	-4	1.1	-3.3%	2%
O=C(NC(=S)Nc1ccc(S(=O)(=O)Nc2nccs2)cc1)c1ccccc1	1.2%[50 µM]	608	13%	25%	-2%	3%	-34	0.9	-8.0%	15%
Cc1c(O)c2c3c(cccc3c1O)C(=O)N(c1ccccc1)C2=O	0.1%	703	23%	-11%	3%	-2%	-16	0.9	3.0%	7%
CN(C(=O)Nc1cnccc1C(F)(F)F)C1CCCCC1	-0.7%	712	1%	x	2%	x	17	x	x	0%
CC(=O)N(C)c1ccc(NS(=O)(=O)Cc2ccccc2)cc1	1.4%	x	-3%	-2%	0%	-8%	x	1.2	-1.2%	0%
O=C(Nc1ccon1)c1cc2ccccc2oc1=O	5.0%	739	4%	-9%	4%	-8%	4	1	-7.6%	-4%
Cc1nc(-c2ccccc2O)n(-c2ccccc2)n1	1.5%	821	-2%	-8%	1%	-7%	-7	1.1	-2.6%	15%
O=C1N=NC2=C1c1c3ccccc3c(O)n1CC2	0.2%	788	6%	x	1%	x	21	x	x	12%
CCc1nnc(NC(=O)CSc2nnc(Cc3cccn3C)n2C)s1	-0.3%	x	32%	1%	-4%	-7%	x	1.1	-0.8%	3%
CCOC(=O)c1cnc2ccc(OCC)cc2c1NCCN1CCOCC1	0.8%	725	3%	8%	-4%	12%	2	1	-6.8%	12%
COc1ccccc1/C=C/C(=O)Nc1ccc2c(c1)OCCO2	-0.3%	678	-1%	-5%	2%	4%	-10	1.1	-6.8%	7%
N#CC(Sc1ccccn1)c1ccc(Cl)cc1Cl (stereo not given)	1.8%	661	-3%	0%	18%	-3%	-5	1	-4.7%	3%
CCN(CC)S(=O)(=O)c1cccc(C(=O)NCC2CCCO2)c1 (stereo not given)	0.6%	744	2%	-11%	-1%	-8%	7	1	-2.6%	14%
Cc1ccccc1N1C(=O)CSC1=C(C#N)C#N	0.3%	693	24%	-15%	-9%	2%	6	1.1	-6.4%	9%
CC1(NC(=O)N2CCOCC2)CCS(=O)(=O)C1 (stereo not given)	1.5%	x	3%	4%	-1%	-1%	x	1.1	-3.6%	13%

# The results go on:
SMILES	K1F lysis inhibition	Hep lipid drop cells 6.5 µM	P. falciparum M17LAP	PMI inhibitors	Siah-1 displacement	human PMI inhibitors	Hep lipid drop	TNAP activation fold	XIAP antagonists	P. falciparum M1AAP
CCOC(=O)c1sc(NC(=O)c2cccnc2)c(C#N)c1C	1.2%	x	-4%	-9%	-3%	-5%	x	1	-1.3%	-1%
O=C(c1ccccc1F)N1CCN(S(=O)(=O)c2ccc(S(=O)(=O)N3CCCCC3)cc2)CC1	-0.1%	x	7%	-2%	5%	-2%	x	1.1	1.4%	-1%
CCOc1ccc(C(=O)Nc2c3c(nn2-c2cccc(Cl)c2)CS(=O)C3)cc1 (stereo not given)	7.3%	680	18%	0%	-2%	-1%	21	1	-5.0%	12%
CCOC(=O)c1c(P(=O)(N2CCOCC2)N2CCOCC2)noc1N	1.4%	x	21%	8%	1%	10%	x	1.1	-1.4%	1%
CCOC(=O)Cc1csc(NC(=O)COc2ccccc2OC)n1	0.2%	x	-3%	4%	5%	3%	x	1.1	-2.6%	6%
O=C1CC(C(=O)Nc2ncccn2)C(c2ccccc2)O1 (stereo not given)	0.5%	680	-1%	20%	-2%	17%	-1	1.1	-6.7%	0%
C=CCNC(=S)Nc1sc2c(c1C(=O)OCC)CC(C(C)C)OC2 (stereo not given)	0.3%	x	2%	7%	-2%	4%	x	1.1	-3.5%	8%
Cc1ccc(-c2noc(C3CCCN(S(=O)(=O)c4ccc5ccccc5c4)C3)n2)o1 (stereo not given)	0.3%	724	15%	6%	3%	-1%	-8	1.1	-6.2%	-4%
CCN(CC)c1cc(C)c2cc(NC(=O)c3cccs3)ccc2n1	0.6%	732	5%	-1%	-5%	10%	-1	1	-2.0%	3%
Cc1nc(-c2noc(-c3ccc(Cl)cc3)n2)c(C(F)(F)F)o1	0.1%	733	-7%	x	4%	x	-1	x	x	-3%
CN(C)S(=O)(=O)c1cccc(C(=O)NCCc2ccccc2)c1	0.5%	725	-1%	3%	-5%	8%	3	1.1	-2.8%	3%
CCOc1ccc(CCNS(=O)(=O)c2cnc[nH]2)cc1OCC	1.9%	745	-6%	14%	3%	6%	-20	1	-3.5%	10%
Cn1cc(/C=C2\SC(=S)N(N3CCOCC3)C2=O)c2ccccc21	-0.9%	657	0%	x	26%	x	0	x	x	5%
O=C(CCc1ccc(S(=O)(=O)N2CCOCC2)cc1)Nc1ccc2ccccc2c1	-0.3%	728	-6%	7%	-4%	3%	-14	1.1	-6.8%	8%
CCc1ccc(C2C(C#N)=C(N)C(C#N)(C#N)C3=CCC(C(C)(C)C)CC32)cc1 (stereo not given)	-0.1%	759	3%	19%	6%	48%	21	1	-8.4%	1%
Cc1ccc(Nc2nc(/N=C/N(C)C)n[nH]2)cc1C	3.7%	684	-3%	13%	8%	28%	30	1.4	-7.8%	2%
Cc1ccc(C(=O)NNC(=O)c2ccc(SCC3CCCO3)c([N+](=O)[O-])c2)cc1 (stereo not given)	-3.2%	x	-6%	3%	4%	1%	x	1.1	-5.0%	4%
COc1ccc(CN2C(=O)c3cccnc3C2Nc2ccc(C)cc2)cc1 (stereo not given)	0.1%	776	-7%	12%	4%	6%	2	1.1	10%	-1%
CC(C(=O)Nc1nccs1)c1ccc([N+](=O)[O-])cc1 (stereo not given)	0.1%	648	-2%	0%	0%	2%	23	1	-2.6%	-3%
CS(=O)(=O)N(CC(=O)Nc1ccccc1Cl)c1ccc(Cl)cc1	4.7%	756	5%	6%	4%	9%	-9	1.1	-2.9%	4%
CCn1c(COc2ccc(=O)n(-c3ccccc3)n2)nnc1SCC(=O)OC	0.7%	689	-3%	-4%	-1%	-3%	16	1.1	-4.9%	2%
CN(C)S(=O)(=O)c1ccc(S(=O)(=O)N2CCCC2)cc1	-0.1%	792	6%	-5%	17%	-9%	8	1.1	-0.1%	1%
Cc1cc(C(=O)N2CCN(c3ncccn3)CC2)nn1C	2.7%	719	2%	x	1%	x	7	x	x	4%
CCN(CC)CCn1c(N)cc(=O)[nH]c1=O	0.2%	698	4%	-2%	4%	-8%	-9	1.1	-2.3%	-2%
CSc1nnc(-c2ccco2)n1-c1ccccc1	-0.3%	x	-3%	5%	-3%	9%	x	1.1	-1.1%	-6%

# Looked up by compound from above, 2 records:
SMILES	K1F lysis inhibition	Hep lipid drop cells 6.5 µM	P. falciparum M17LAP	PMI inhibitors	Siah-1 displacement	human PMI inhibitors	Hep lipid drop	TNAP activation fold	XIAP antagonists	P. falciparum M1AAP
CC(C(=O)Nc1nccs1)c1ccc([N+](=O)[O-])cc1 (stereo not given)	0.1%	648	-2%	0%	0%	2%	23	1	-2.6%	-3%
CSc1nnc(-c2ccco2)n1-c1ccccc1	-0.3%	x	-3%	5%	-3%	9%	x	1.1	-1.1%	-6%

# (continued)
SMILES	K1F lysis inhibition	Hep lipid drop cells 6.5 µM	P. falciparum M17LAP	PMI inhibitors	Siah-1 displacement	human PMI inhibitors	Hep lipid drop	TNAP activation fold	XIAP antagonists	P. falciparum M1AAP
COc1ccc(C(=O)Nc2ccc(C(=O)OCC(=O)c3ccccc3)cc2)cc1	-0.3%	x	8%	1%	5%	-1%	x	1.1	0.5%	9%
CN(C)Cc1nc2ccccc2c(=O)n1Cc1nc(-c2cccc([N+](=O)[O-])c2)cs1	0.9%	704	3%	-10%	-2%	-9%	5	1.1	-6.0%	11%
O=S(=O)(Nc1nc2ccccc2nc1Cl)c1ccc2ccccc2c1	0.1%	629	12%	21%	-1%	60%*	-10	1	2.4%	14%
O=C(/C=C/c1ccco1)Nc1ccccc1N1CCCC1	0.1%	691	7%	-9%	-9%	17%	-31	1	-13%	6%
CCCNS(=O)(=O)c1ccc2c(c1)CCCN2C(C)=O	2.7%	x	-1%	4%	-1%	6%	x	1.1	0.5%	0%
CCCC(CCC(=O)Nc1cc([N+](=O)[O-])ccc1O)C(=O)O (stereo not given)	-1.2%	691	-3%	-12%	-7%	11%	-2	0.8	-7.0%	1%
Cc1ccc(CSCC(=O)N/N=C/c2ccc(OCC(=O)Nc3ccc(C)cc3)cc2)cc1	-0.1%	768	6%	11%	-7%	11%	4	1	-6.1%	1%
CC(C)C(NS(=O)(=O)c1cccc2nsnc12)C(=O)NCCC1=CCCCC1 (stereo not given)	-0.9%	x	0%	-7%	-2%	-6%	x	0.9	-7.8%	-3%
COC(=O)[C@@H]1C[C@@]2(O)[C@H](O)[C@H](O)[C@H](O)C[C@H]2N1C/C=C/c1ccccc1	0.2%	717	0%	x	0%	x	-3	x	x	5%
CCOc1cc2c(cc1OC)C(c1cccc([N+](=O)[O-])c1)NCC2 (stereo not given)	0.1%	651	6%	-6%	1%	-5%	0	1.1	-7.2%	1%
